proCasp3 act: activators of human procaspase-3. P42574. recombinant procaspase-3 D3A, Ac-DEVD-pNA absorbance 405 nm. activation, % at 8.5 µM. hit rate 0.11% among 330,000;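 active = activation above the mean of all tested compounds plus 3 SD, cut at about 21% in these data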;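 note: 0% = DMSO alone and 100% = DMSO wells spiked with extra 5 µM PC-3 D3A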
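Test system: Procaspase-3 D3A mutant, all three cleavage aspartates alanine | Dosing: Single dose, 8.5 µM nominal compound, 0.8% DMSO | Schedule: 1 h preincubation, 2 h reaction | Technique: 405 nm absorbance of p-nitroaniline, reads at 0 and 120 min | Repeats: One well per compound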
PP1 counter: PP1-alpha (human) inhibition in PP5 counter-screen. purified PP1alpha, OMFP fluorescence. inhibition, % at 6.7 µM. hit rate 0.9% among 320,000. AID 2235;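 active = inhibition above the mean inhibition of all tested compounds plus 3 SD, computed separately for each screening campaign, cut at about 15% in these data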
Target sequence (P62136 whole entry, looked up): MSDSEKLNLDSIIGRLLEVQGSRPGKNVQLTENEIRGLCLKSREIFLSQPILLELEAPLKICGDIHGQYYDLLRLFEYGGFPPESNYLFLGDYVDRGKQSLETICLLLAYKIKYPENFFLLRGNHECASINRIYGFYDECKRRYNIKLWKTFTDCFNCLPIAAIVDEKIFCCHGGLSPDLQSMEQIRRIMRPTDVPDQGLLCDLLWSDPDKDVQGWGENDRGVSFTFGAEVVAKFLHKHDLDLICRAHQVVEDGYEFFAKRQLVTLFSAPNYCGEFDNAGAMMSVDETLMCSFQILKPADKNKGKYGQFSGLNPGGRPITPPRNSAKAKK
PP5 inh: inhibitors of human protein phosphatase 5 (PP5) | AID 1987 | inhibition, % at 6.7 µM | purified PP5c, OMFP substrate fluorescence | P53041 | hit rate 0.18% among 320,000;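 active = inhibition above the campaign's mean inhibition across all tested compounds plus 3 SD, cut at about 9.5% in these data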;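 note: 0% = DMSO only and 100% = 100 µM cantharidin control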
Fh CTSL1 inh: blocks F. hepatica cathepsin L1 in PFM18AAP counter-screen. recombinant F. hepatica cathepsin L1, Z-Leu-Arg-MCA fluorescence. inhibition, % at 5.96 µM. hit rate 0.49% among 300,000. AID 1906;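 active = inhibition above the mean of all tested compounds plus 3 SD, set per screening campaign, cut at about 17% in these data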;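 note: 0% = plate median of test compound wells and 100% = 1 µM Z-Phe-Ala-diazomethylketone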
GASC-1 inh: blocks human GASC-1 demethylase activity. Q9H3R0. GST-JMJD2C(1-420) H3K9me3 demethylation, DELFIA europium. inhibition, % at 2.35 µM. hit rate 0.069% among 330,000. AID 2099;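 active = more than half of a compound's replicate wells show inhibition beyond 50%, single wells judged on their own value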;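 note: signal counts dimethyl H3K9 product captured on neutravidin plate; 0% = median of DMSO wells and 100% = 0.3 times that DMSO median; strong numbers were not always called active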
Target sequence (Q9H3R0 1-420 limits assumed): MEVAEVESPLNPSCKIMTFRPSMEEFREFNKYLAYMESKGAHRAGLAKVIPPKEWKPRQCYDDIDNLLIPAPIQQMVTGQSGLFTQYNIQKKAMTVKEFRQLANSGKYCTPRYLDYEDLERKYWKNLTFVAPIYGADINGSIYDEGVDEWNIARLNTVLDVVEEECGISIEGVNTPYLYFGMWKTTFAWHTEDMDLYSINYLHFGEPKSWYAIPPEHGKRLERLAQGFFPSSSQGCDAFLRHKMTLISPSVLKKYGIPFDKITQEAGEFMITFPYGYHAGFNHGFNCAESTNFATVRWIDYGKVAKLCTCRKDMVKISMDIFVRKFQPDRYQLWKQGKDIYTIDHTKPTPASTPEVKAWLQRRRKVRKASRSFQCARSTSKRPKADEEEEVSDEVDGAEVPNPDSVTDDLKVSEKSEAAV
VLA-4 inh: inhibition in a human VLA-4 binding assay | P13612 | VLA-4 expressing cells, ligand binding flow cytometry | inhibition, % (about 7 µM as worked out from the volumes in the protocol) | hit rate 0.2% among 330,000 | AID 2557; in the data active = inhibition above about 50%
HCV core dimer: blocks dimerization of HCV core protein; TR-FRET GST/Flag-core106 dimerization, 1536-well; inhibition, % at 5 µM; hit rate 0.33% among 300,000; AID 1899;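 active = inhibition above the mean of all tested compounds plus 3 SD, set per screening campaign, cut at about 45% in these data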
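Assay system – GST-tagged and Flag-tagged HCV core protein residues 1-106 · Quantity – core106 proteins, GST 13.5 nM and Flag 17 nM · Benchmarks – unlabelled core106 and no-GST-core106 wells · Read-out basis – percent inhibition of core106 dimerization signal · Detection – time-resolved FRET, ex 340 nm, em 617 and 671 nm · Schedule – 4 h at 22.5 °C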
proCasp7 act: counter-screen: procaspase-7 (human) activation; AID 463210; hit rate 0.093% among 330,000; activation, % at 8.5 µM; P55210; recombinant procaspase-7, Ac-DEVD-pNA absorbance 405 nm; D23A/D198A/D206A triple mutant, cannot self-cleave; scale: DMSO 0, 5 µM enzyme 100;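 active = percent activation above the screen-wide mean plus 3 SD, cut at about 25% in these data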
Target sequence (P55210 whole entry D23A/D198A/D206A): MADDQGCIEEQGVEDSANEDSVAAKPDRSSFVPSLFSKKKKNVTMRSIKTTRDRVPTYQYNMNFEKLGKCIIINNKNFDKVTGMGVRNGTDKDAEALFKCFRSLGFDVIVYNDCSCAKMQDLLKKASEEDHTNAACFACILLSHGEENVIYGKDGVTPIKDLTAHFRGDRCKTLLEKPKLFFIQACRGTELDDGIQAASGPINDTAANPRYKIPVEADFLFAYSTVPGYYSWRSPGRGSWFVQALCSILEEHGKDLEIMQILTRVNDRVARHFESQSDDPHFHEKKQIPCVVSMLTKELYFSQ
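Assay system: Uncleavable procaspase-7 mutant enzyme | Input: 2 µM procaspase-7 mutant as dispensed | Timing: 1 h compound preincubation, 2 h substrate cleavage, 25 °C | Repeats: One well per compound | Control set: DMSO wells as 0%, DMSO with 5 µM added PC-7 as 100% | Technique: Epi-absorbance of released pNA at 405 nm, two timepoints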
GRK2 aptamer HTS: blocks RNA aptamer binding to human GRK2. P25098. bead flow cytometry, FAM-aptamer displacement from GRK2. inhibition of aptamer binding, % at 10 µM. hit rate 0.59% among 330,000. AID 488847;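 active = inhibition of aptamer binding above 40%, roughly 3 SD of noise, on plates passing a quality check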;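 note: median bead fluorescence of bound FAM aptamer so fluorescent compounds give negative values; no value below 0 was filed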
* marks the source's active call; other numbers are inactive results; x = no result given; & = joins results of further samples.

Fields: proCasp3 act, PP1 counter, PP5 inh, Fh CTSL1 inh, GASC-1 inh, VLA-4 inh, HCV core dimer, proCasp7 act, GRK2 aptamer HTS
1	CCOP(=O)(OCC)C(NC(=O)Nc1ccccc1)c1ccccc1 (centres undefined)
→ 8, -4, 1.1, -2, -3, -7, -6, 7, 2
2	O=C(Nc1cccc(F)c1)C1CCCN(S(=O)(=O)c2ccc(-n3cnnn3)cc2)C1 (centres undefined)
→ 3, -2, 2.4, 0, -7, 15, 4, -4, 2
3	CC(C)c1ccc(C(=O)NCc2ccc(Cl)cc2)cc1
→ 6, -2, 1.1, 1, 1, 4, -3, 3, 4
4	Cc1ccc(CC(=O)Nc2ccc(Cl)cn2)cc1
→ 1, 0, 2.5, 0, 0, 7, -3, 4, 0
5	O=C(NCCN=C1NS(=O)(=O)c2ccccc21)c1ccc2nccnc2c1
→ 5, -4, -0.2, -5, 2, 9, 20, 18, 0
6	CCOc1cccc(/C(O)=C2/C(=O)C(=O)N(Cc3ccco3)C2c2ccncc2)c1 (centres undefined)
→ -8, 1, 3.0, -2, 10, 15, -1, -13, 0
7	CN1c2ccc(C=O)c3c(C=O)ccc(c23)N(C)C1(C)C
→ 2, 0, 2.6, 8, -7, -80, -30, -9, 8
8	O=c1oc(-c2cccs2)nc2ccccc12
→ 9, 2, 1.2, 7, 5, 3, -2, 2, 2
9	CC1=C(C(=O)Nc2ccc(Cl)cc2)C(c2ccco2)NC(=O)N1 (centres undefined)
→ 6, -1, -0.2, -3, -4, 9, -4, 18, 1
10	CCOC(=O)c1[nH]c(C)c(CCC(=O)O)c1C
→ -1&10, 2&-6, 1.4&1.3, -5&-2, -14&2, 3&-1, -1&-2, 1&12, 0&3
11	OCCn1nc(-c2ccccc2)cc1-c1ccccc1
→ 7, 0, -0.3, 0, 3, 0, -2, 10, 0
12	N#Cc1cnn(-c2ccccc2)c1N
→ 7, -2, 2.4, -2, 1, -35, -6, 5, 1
13	O=C(COC(=O)c1c(Cl)cccc1Cl)NCC1CCCO1 (centres undefined)
→ 2, 2, -1.6, -13, -10, -4, -6, -4, 4
14	Cc1ccccc1NC(=O)N1CCN(C/C=C/c2ccccc2)CC1
→ 3, 0, -2.8, 1, 11, 8, 4, 13, 66*
15	CC1=Nn2c(nnc2-c2ccccn2)SC1
→ 0, 1, 1.2, -3, 1, 7, 0, -2, 0

Complete entries, looked up by structure. Screens in order: proCasp3 act	PP1 counter	PP5 inh	Fh CTSL1 inh	GASC-1 inh	VLA-4 inh	HCV core dimer	proCasp7 act	GRK2 aptamer HTS
Entry for O=C(COC(=O)c1c(Cl)cccc1Cl)NCC1CCCO1 (centres undefined) : 2	2	-1.6	-13	-10	-4	-6	-4	4
Entry for CC1=C(C(=O)Nc2ccc(Cl)cc2)C(c2ccco2)NC(=O)N1 (centres undefined) : 6	-1	-0.2	-3	-4	9	-4	18	1

(list continues)
Fields: proCasp3 act, PP1 counter, PP5 inh, Fh CTSL1 inh, GASC-1 inh, VLA-4 inh, HCV core dimer, proCasp7 act, GRK2 aptamer HTS
16	COc1ccc(OC)c(S(=O)(=O)NCC(c2ccc3c(c2)OCO3)N2CCOCC2)c1 (centres undefined)
→ -2, 2, 1.8, 1, -8, 13, -1, 9, 2
17	CCOC(=O)N1CCN(C(=O)C(NC(=O)C2CCC(C)CC2)C(C)C)CC1 (centres undefined)
→ -3, -5, 2.1, 0, 13, 0, 1, 7, 0
18	CCN(CC)c1nc(Oc2ccc(=O)[nH]n2)nc(N2CCOCC2)n1
→ 1, -5, -4.2, -2, -3, 16, -4, 14, 2
19	C=C(C)c1cccc(C(C)(C)NC(=O)NCc2cccnc2)c1
→ -9, 2, -2.6, 0, -7, 16, 7, -2, 1
20	O=C(NNS(=O)(=O)c1ccc(F)cc1)c1cnccn1
→ -3, 3, -0.9, 1, 4, 1, -2, 10, 0
21	COc1ccc(/C=N\NC(=O)c2ccccc2Cl)cc1COc1c(F)c(F)c(F)c(F)c1F
→ -10, 3, 2.9, -1, 4, -3, 9, 5, 4
22	COc1ccc(C(=O)N2CCN=C2SCc2cccnc2)cc1OC
→ 0, -10, 4.5, 0, 28, 38, 3, -14, 0
23	Cc1cc(C(=O)N/N=C/c2c(C)nn(-c3ccccc3)c2C)c(C)o1
→ 7, -1, 0.5, 2, -14, 5, 4, -5, 3
24	CCOC(=O)c1ccc(S(=O)(=O)N2CCN(C3CCCC3)CC2)cc1
→ 2, -7, -1.1, -1, -1, 12, 4, 9, 1
25	COC(=O)[C@H](Cc1ccccc1)NC(=O)O[C@H]1C(=O)c2ccc(OC)cc2O[C@@H]1c1ccc2c(c1)OCO2
→ -5, 6, 5.4, -1, 0, x, 1, -14, x
26	CC(Oc1ccccc1)C(=O)Nc1ccc(S(=O)(=O)N2CCOCC2)cc1 (centres undefined)
→ -4, 1, 0.7, 1, -14, 5, -1, -8, 2
27	O=C(NC1CC1)c1ccc2snnc2c1
→ -4, 4, 1.2, 0, 19, 1, -1, 10, 3
28	CC(C)(C)c1ccc(S(=O)(=O)NCc2ccc(C(=O)NCc3ccccn3)cc2)cc1
→ 4, 0, 3.0, 5, -7, 6, -1, 0, 0
29	Cc1ccc(S(=O)(=O)N2CCN(C(=O)Cc3ccccc3)CC2)cc1C
→ 3, -1, 0.4, x, x, 14, x, -1, 2
30	CC1CC(C)CN(C(=O)CN2C(=O)NC(C)(C)C2=O)C1 (centres undefined)
→ 11, -4, -0.9, -4, 6, 12, 3, 2, 1
31	COc1ccccc1-c1nc2ccc(Cl)cc2c(=O)n1O
→ -4, -1, 0.7, 2, -1, 42, 4, -10, 7
32	CCOc1ccccc1-c1nc(-c2ccc(NC(=O)Cc3ccccc3OC)cc2)no1
→ 3, 3, 5.1, 0, 10&3, -3, -11, -3, 0
33	CN=C1SC(C(=O)O)CC(=O)N1C (centres undefined)
→ 0, -1, -0.5, 0, -15, 2, 1, -4, 0
34	CCCCCCCC(=O)N/N=C/c1ccc(Br)cc1
→ 5, 3, 1.9, 2, 2, 22, -2, 3, 2
35	CCOC(=O)COc1ccc(S(=O)(=O)N2CCN(c3ccc(F)cc3)CC2)cc1
→ -2, 1, 2.2, 1, 9, 5, 4, -2, 0
36	Cc1ccsc1C(=O)N1CCCC(CO)(Cc2ccccc2F)C1 (centres undefined)
→ 8, 0, 4.1, -1, 1, -1, 0, 5, 0
37	O=C(O)c1cc2c(N3CCC(Cc4ccccc4)CC3)ncnc2s1
→ 5, -1, -0.2, 6, 5, 3, 13, -5, 0
38	C#CCOC(=O)/C(=C/c1ccc(F)cc1)NC(C)=O
→ 0, 2, 1.3, 0, 0, 7, -3, 4, 0
39	COC(=O)c1ccc(C)c(NC(=O)CCSc2ccccc2)c1
→ 4, 2, 2.6, -5, -136, 14, -10, 8, 0
40	Cc1cc(N2CCC(C)CC2)n2nc(C)c(-c3ccccc3)c2n1
→ 0, -1, 0.4, 0, 4, 1, 6, 2, 0
41	CC(/C=C1\SC(=S)N(CC(=O)N2CCN(c3ccccc3)CC2)C1=O)=C\c1ccccc1
→ 3, 2, 0.3, 1, 5, 1, 50*, -6, 3
42	CCc1nnc(NC(=O)C2CCCN(C(=O)c3ccc(Cl)cc3)C2)s1 (centres undefined)
→ 8, -6, 0.7, x, -6, 8, x, -6, 0
43	O=C(NCc1cccc(F)c1)C1CCC(=O)N(CCc2cccc(F)c2)C1 (centres undefined)
→ 3, -1, -1.8, 2, -27, 2, -7, -8, 0
44	CCCCn1nc(CC(=O)NCCN(CC)CC)c2ccccc2c1=O
→ 0, -5, 0.7, 0, 5, -19, 3, 6, 0
45	Cc1ccc2nc3c(c(N)c2c1)CCN3c1ccccc1
→ -3, -2, 1.9, 2, 14, 7, 10, 1, 4
46	COC(=O)c1ccc(CN2CCC(CO)(Cc3ccccc3Cl)CC2)cc1
→ -5, -7, -0.2, -1, -15, 10, -2, -2, 0
47	CCOC(=O)N1CCN(C(=O)c2cccc(F)c2)CC1
→ 9, -3, -0.4, -2, 4, -3, -5, 0, 2
48	O=C(NCCNC(=O)c1ccccc1F)c1ccco1
→ 2, 1, 2.0, -1, 0, 8, 0, -2, 0
49	COc1cc(OC)c(NS(=O)(=O)c2cccc(C(=O)OCC(=O)NCC3CCCO3)c2)cc1Cl (centres undefined)
→ 0, 1, 1.9, -4, 6, 1, 6, 4, 0
50	C=CCn1c(C)cc(C(=O)CN2C(=O)c3ccccc3C2=O)c1C
→ -4, -4, -0.8, 4, 7, 4, -1, -6, 0
51	N#Cc1ccccc1CN1C(=O)NC2(CCCCCC2)C1=O
→ 1, -2, -0.2, 1, -19, 1, 0, 4, 7
52	O=C(CSCc1ccccc1)Nc1ccc(F)cc1F
→ 0, 0, 0.3, -5, 4, 1, -1, 1, 0
53	CCOc1ccc(OCC)c(C2C(C#N)=C(N)N(c3cccnc3)C3=C2C(=O)CC(C)(C)C3)c1 (centres undefined)
→ 2, -2, -2.0, 6, 9, -6, 3, 6, 6
54	COc1ccccc1NC(=O)CSc1nnc(COc2ccccc2C)o1
→ 4, -5, 2.0, -2, 25, 3, 1, 1, 0
55	Cc1csc2ncnc(N3CCN(C(=S)Nc4ccc(F)cc4F)CC3)c12
→ 2, -3, 0.0, -2, -2, 10, 4, -4, 3
56	C=CC[C@H](CC(=O)N(CCO)Cc1ccccc1)C(=O)N[C@@H](COC(=O)[C@@H](CC=C)Cc1ccc(F)cc1)Cc1ccccc1
→ -2, x, x, x, -5, -1, x, -7, 8
57	CCc1ccc(C2=NNC(=Nc3c(C)n(C)n(-c4ccccc4)c3=O)SC2)cc1
→ -2, 1, 0.2, -3, -23, 11, 10, 4, 0
58	COc1ccc(CCC(=O)NCCNC(=O)CCc2ccc(OC)cc2)cc1
→ 4, -2, 1.8, -2, 53, -1, 6, 5, 0
59	CN1C(=O)/C(=C/c2ccc(-c3ccccc3[N+](=O)[O-])o2)SC1=Nc1ccc(Cl)c(C(=O)O)c1
→ -25, 6, 3.0, -8, -1, -1, 3, -27, 0
60	O=C(CSc1n[nH]c(-c2ccccc2O)n1)N1CCOCC1
→ 17, -2, 3.7, -4, -45, 19, 0, 6, 3
61	COCCn1c(SCC(=O)N2CCCC(C)C2)nnc1-c1ccco1 (centres undefined)
→ 5, -2, -1.1, 1, 11, 10, -3, -6, 2

Screening data deposited in PubChem by several laboratories.
